Y pestis TopoI = blocks Yersinia pestis topoisomerase I activity; Y. pestis Topo-I cleavage product accumulation, plate reader; activity, % at 10 µM; 360,000 tested, 0.064% active; in the data active = activity above about 50%, passing the limit was not always enough; inconclusive = no clear call, values can overlap the other calls; note: inactives centre near 2
MazF activator = increases E. coli MazEF RNase cleavage of RNA. 350,000 tested, 0.32% active. activation, % at 20 µM. AID 504720. FAM/BHQ RNA-DNA oligo cleavage fluorescence, 5 h; in the data active = activation above about 50%
Target sequence (P0AE70 whole entry, looked up): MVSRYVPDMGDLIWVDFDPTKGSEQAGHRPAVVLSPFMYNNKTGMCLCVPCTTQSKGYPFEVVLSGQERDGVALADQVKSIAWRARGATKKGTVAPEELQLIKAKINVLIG
TcdB GH inh = inhibitors of Clostridioides difficile toxin B glycohydrolase. P18177. TcdB glycohydrolase enzymatic assay, plate reader. inhibition, % at 9.99 µM. 350,000 tested, 0.24% active. AID 652162; in the data active = inhibition above about 10%
SARS 3CLpro inh = SARS-CoV 3CLpro protease inhibition; AID 1706; recombinant SARS-CoV 3CLpro, quenched FRET peptide cleavage; inhibition, % at 6 µM; P0C6X7; 290,000 tested, 0.14% active; in the data active = inhibition above about 12%
Vc quorum ag = induces V. cholerae light production without autoinducers; AID 588436; V. cholerae BH1578 lux reporter, luminescence, 6 h; activation, % at 18.7 µM; 350,000 tested, 0.16% active; in the data active = activation mostly above about 9.7%, no sharp cut-off; inconclusive = no clear call, values can overlap the other calls; inactive = mostly below about 3.7%; note: not every result past the cut was called active; inactives centre near 0; reference of the scale not given here
PfHsp40 rescue = rescue of PfHsp40-mediated yeast toxicity; S. cerevisiae expressing PfHsp40, growth rescue, ATP luminescence; growth rescue, % at 12.5 µM; 340,000 tested, 0.68% active; AID 504582; in the data active = growth rescue above about 28%, passing the limit was not always enough; inconclusive = no clear call, values can overlap the other calls;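 note: yeast W303a lacking pdr1 and pdr3 grown in galactose medium; growth measured after three days at 30 °C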
DUSP3 inh = inhibitors of human VHR1 phosphatase (DUSP3); recombinant VHR phosphatase, pNPP absorbance; inhibition, % at 13.3 µM; 290,000 tested, 0.52% active; AID 1654; in the data active = inhibition above about 50%; note: some compounds called inactive have numbers as strong as hits
Target sequence (P51452 whole entry, looked up): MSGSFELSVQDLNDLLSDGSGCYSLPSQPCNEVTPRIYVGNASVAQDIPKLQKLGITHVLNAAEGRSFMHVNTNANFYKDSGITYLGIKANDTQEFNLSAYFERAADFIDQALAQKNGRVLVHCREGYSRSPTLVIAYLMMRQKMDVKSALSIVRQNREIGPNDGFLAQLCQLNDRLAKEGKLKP
Rv3671c inh = inhibitors of M. tuberculosis serine protease Rv3671c. P9WHR9. AID 2606. 320,000 tested, 0.048% active. inhibition, % at 5.96 µM; in the data active = inhibition above about 38%;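 note: extracellular domain of Rv3671c used as enzyme; 0% = enzyme with DMSO and 100% = no enzyme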
Target sequence (P9WHR9 whole entry, looked up, the tested form may be a part): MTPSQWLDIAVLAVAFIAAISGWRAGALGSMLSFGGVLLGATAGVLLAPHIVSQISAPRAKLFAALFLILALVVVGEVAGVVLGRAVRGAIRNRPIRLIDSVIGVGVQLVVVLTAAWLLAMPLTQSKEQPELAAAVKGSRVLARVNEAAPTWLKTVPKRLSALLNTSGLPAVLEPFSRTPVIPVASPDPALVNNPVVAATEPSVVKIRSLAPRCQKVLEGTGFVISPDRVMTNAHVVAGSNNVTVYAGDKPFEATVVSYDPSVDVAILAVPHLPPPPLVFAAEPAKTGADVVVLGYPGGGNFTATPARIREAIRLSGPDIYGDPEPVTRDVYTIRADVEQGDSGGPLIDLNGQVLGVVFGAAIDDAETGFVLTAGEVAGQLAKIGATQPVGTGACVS
Anthrax LF prot = anthrax lethal factor protease inhibition; P15917; multiplex microsphere protease cleavage assay, LF; inhibition, % at 10 µM; 360,000 tested, 0.12% active; AID 588501; in the data active = inhibition above about 30%; inconclusive = no clear call, values can overlap the other calls; note: plate controls were buffer without enzyme for full effect and enzyme alone for no effect
PriA SSB inh = blocks PriA binding to SSB C-terminal tail | AlphaScreen SSBct-PriA binding, biotinylated peptide | inhibition, % at 33 µM | 430,000 tested, 0.6% active | AID 1272365; in the data active = inhibition mostly above about 37%, no sharp cut-off; inactive = mostly below about 20%;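 note: plate controls were negative control peptide for no effect and reference peptide for full effect; strong numbers were not always called active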
* marks the source's active call; other numbers are inactive results; i = inactive; ? = inconclusive; / = no result given; & = joins results of further samples. A portion of the library (hit frequency here may not be typical).

smiles	Y pestis TopoI	MazF activator	TcdB GH inh	SARS 3CLpro inh	Vc quorum ag	PfHsp40 rescue	DUSP3 inh	Rv3671c inh	Anthrax LF prot	PriA SSB inh
CC(=O)Nc1ccc(NCN2C(=O)C3C4CCC(C4)C3C2=O)cc1 (stereo unspecified)	6	2	/	-1	/	0.1	10	-10	-13	-14
COc1ccc(OCC(=O)Nc2ccc(S(=O)(=O)N3CCCCC3)cc2)cc1	21	0	0.5	1	-0.5	3.1	-19	-12	-1	1
O=C(NCC(c1ccco1)N1CCc2ccccc21)c1ccccc1F (stereo unspecified)	7	4	1.2	/	-2.9	-1.0	/	-2	?	23&9
Cc1nc(NC(=O)CN2CCN(c3ccccc3F)CC2)sc1C(=O)N(C)C	-2	3	0.3	-2	-0.7	-0.3	57*	0	-3	-4
C[C@@H]1CCC2[C@](C)(CO)[C@@H](O)CC[C@]2(C)[C@@]12CCC(CO)(CCO)O2 (stereo partly specified)	0	0	0.7	-8	-1.6	0.1	10	-10	-2	-10
COc1ccc(CNC(=O)Cn2cc3c(n2)CCCCC3)cc1	11	0	1.6	-4	i	0.1	-10	8	-7	-9
Cn1c(SCC(=O)NCc2ccc(F)cc2)nc2c([nH]c3ccccc32)c1=O	/	/	0.8	1	/	/	-6	-22	/	/
COC(=O)/C(=C\C=C\c1ccccc1)NC(=O)c1ccccc1	3	-2	1.8	-1	-0.5	0.0	12	3	6	-23
Cc1cc(Oc2ccc(-c3nnc(-c4ccccc4)o3)cc2[N+](=O)[O-])ccc1Cl	9	5	/	-7	-2.1	-0.9	1	-1	-1	4
Cn1c(SCC(=O)Nc2ccc3c(c2)OCCO3)nnc1-c1ccncc1	3	12	2.4	5	-0.2	-1.2	38	-10	2	8
COc1ccccc1C(=O)CC(=O)c1ccccc1	4	1	-4.1	-2	i	5.7	22	-2	-4	-31
O=C1NC(=O)N(c2ccccc2)C(=O)/C1=C\c1ccc([N+](=O)[O-])s1	/	-20	-0.1	2	/	/	8	4	/	5
O=C(NCc1ccc(F)cc1)c1cnn2ccccc12	3	-3	-0.4	-1	-0.1	0.4	9	6	-12	104*
CCOC(=O)c1ccc(-n2ccnc2)c(NC(=O)c2ccc(Cl)cc2)c1	2	3	/	4	-0.7	-1.5	8	0	3	-13
Cc1ccc2cc(CCNC(=O)c3ccc4c(c3)OCO4)c(=O)[nH]c2c1	10	7	1.5	1	-0.2	1.3	-2	3	0	-12
COc1ccc(Cc2nnc(Nc3ccc(Cl)cc3)[nH]c2=O)cc1	-9	-5	0.6	0	-0.6	0.9	20	-15	-3	-8
Cc1cc(=O)n(CCc2ccccc2)c(O)c1C#N	-6	-5	/	5	0.6	1.6	1	-6	-9	-23
O=C(NCCN1CCOCC1)C(=O)NCC1OCCCN1S(=O)(=O)c1cc(F)ccc1F (stereo unspecified)	-4	-2	0.7	-1	-0.1	-1.4	19	-1	-4	-13
Cc1ccnc(NC(=O)c2ccc(N3C(=O)CCC3=O)cc2)c1	13	0	/	4	i	-0.4	-10	-3	5	-8
Cc1cc(C)c2oc(C(=O)N(Cc3ccccc3)c3ccccn3)cc(=O)c2c1	13	10	1.0	2	-0.5	0.8	29	-1	0	-7
Cc1cc2n(c(=O)c1C#N)CCCN2c1cccc(Cl)c1	6	5	/	5	i	1.0	33	6	-18	-22
C#CCN(C[C@@H]1[C@@H](OC(=O)NCc2ccco2)[C@@H](OC(=O)NCc2ccco2)Cn2c(=O)n(CCCCCC)c(=O)n21)S(=O)(=O)c1ccc(C)cc1	33	0	-0.4	/	-0.6	/	/	/	-3	/
Cc1ccc(-n2nc3c(=O)n(CCCC(=O)NCCc4ccccc4)nc(C)c3c2C)cc1	5	0	-0.1	5	-0.3	-1.1	2	11	1	-18
CCNC(=S)NN=C1CCC(C(C)(C)C)CC1 (stereo unspecified)	2	-2	/	3	-0.3	-0.7	-12	-2	?	5
CCn1c(SCC(=O)N/N=C/c2ccccc2OCC(=O)O)nnc1-c1ccccc1	/	12	/	0	/	/	-3	0	/	i

Filtered by structure: the compounds so far with a cyano group (2)
smiles	Y pestis TopoI	MazF activator	TcdB GH inh	SARS 3CLpro inh	Vc quorum ag	PfHsp40 rescue	DUSP3 inh	Rv3671c inh	Anthrax LF prot	PriA SSB inh
Cc1cc(=O)n(CCc2ccccc2)c(O)c1C#N	-6	-5	/	5	0.6	1.6	1	-6	-9	-23
Cc1cc2n(c(=O)c1C#N)CCCN2c1cccc(Cl)c1	6	5	/	5	i	1.0	33	6	-18	-22

The list continues:
smiles	Y pestis TopoI	MazF activator	TcdB GH inh	SARS 3CLpro inh	Vc quorum ag	PfHsp40 rescue	DUSP3 inh	Rv3671c inh	Anthrax LF prot	PriA SSB inh
NC1C2CN3CCN(C2)CC1(c1ccccc1)C3 (stereo unspecified)	-4	-1	1.9	1	-0.3	-0.5	-3	-4	-1	0
COc1ccc(Cl)cc1NC(=O)CN(C)C(=O)CCc1nc2ccccc2c(=O)[nH]1	3	8	1.2	/	-2.0	-1.4	/	3	/	6
O=C(NC1CC1)C1CCN(C2CCN(C(=O)/C=C/c3cccc(F)c3F)CC2)CC1	-7	0	2.3	0	-0.3	0.5	-14	1	0	4
O=C(COC(=O)c1ccc(S(=O)(=O)N2CCOCC2)cc1)Nc1ccccc1OC(F)F	6	-6	0.7	/	i	-0.4	/	5	-2	-7
CN1C=CC=C/C1=C1\SC(=S)N(C2CCCCC2)C1=O	-5	-5	/	4	i	-0.5	34	8	-4	33
Cc1cc(C)nc(NS(=O)(=O)c2ccc(NC(=O)Cn3c(=O)oc4ccccc43)cc2)n1	2	4	0.3	-2	/	-0.6	5	-1	-6	-11
COCCNC(=O)C(c1ccc(Cl)cc1)N(C(=O)Cn1nnc2ccccc21)c1cccnc1 (stereo unspecified)	-8	-2	/	0	i	-0.1	18	-6	-2	-5
Cc1c(C)c2ccc(O[C@@H]3O[C@H](CO)[C@H](O)[C@H](O)[C@H]3O)c(C)c2oc1=O	2	10	1.5	-2	i	-0.1	62	/	-12	-6
CC1=CC(=C2N=C(c3ccccc3)OC2=O)C=C(C)O1	-1	306*	/	4	-0.1	-1.8	30	-2	-7	-9
S=C(NNc1cccc(Cl)c1)NC1CCCCC1	-3	1	-3.5	2	-0.9	2.6	5	-10	-4	6
CC(C)(C)c1ccc(OCCC(=O)Nc2cccc(S(=O)(=O)NC3=NCCCCC3)c2)cc1	27	2	-1.4	/	i	1.0	/	/	-2	11
O=C1COc2ccc(C(=O)COC(=O)CCSc3ccccc3)cc2N1	0	-3	1.0	-2	i	-0.1	15	-9	-6	-6
Cc1ccc(NC(=O)C2OCCc3ccccc32)cc1 (stereo unspecified)	1	4	0.9	5	i	0.5	8	-3	0	-27
CN(CC(=O)N1CCOCC1)S(=O)(=O)c1cc(Cl)ccc1Cl	1	-28	-0.6	-2	-0.3	0.0	12	-4	-6	-3
O=C(O)CCCC(=O)Nc1ccccc1-n1ccnc1	-2	5	/	6	-0.3	2.3	3	0	-4	-13
COc1ccc(CNC(=O)CSc2nnnn2-c2ccc(O)cc2)cc1	9	9	/	1	-0.5	0.1	21	-8	8	-9
COc1ccc(S(=O)(=O)N[C@@H](CSCc2ccccc2)C(=O)O)cc1	8	4	1.8	1	-1.7	-0.8	-13	/	-2	-9
CCOC(=O)N1CCC(NC(=O)CS(=O)(=O)Cc2nc(-c3cccc(Cl)c3)oc2C)CC1	7	1	-1.3	5	i	-0.7	44	-7	5	-16
Cc1ccc(CNC(=O)c2ccccc2CCc2ccccc2)cc1	43	1	1.2	-1	-0.4	7.1	11	-6	-3	-23
COc1ccccc1C(=O)NC(=S)Nc1ccc2[nH]c(=O)[nH]c2c1	7	13	0.6	4	-0.3	0.3	5	-5	-10	-11
Cc1cc2[nH]c(=O)c(=O)[nH]c2cc1S(=O)(=O)N1CCN(c2ccccc2F)CC1	6	-2	0.3	2	i	-0.1	3	-1	-2	-7
CC1CCC(NC(=O)CN2C(=O)NC(C)(C)C2=O)CC1 (stereo unspecified)	5	10	1.2	/	i	1.4	/	7	4	-9
N#CC(C#N)=C(N)/C(C#N)=C/c1cc(O)c(O)c(O)c1	-9	-43	-8.2	/	-0.3	-0.1	/	4	-17	16
O=C(O)CCCCCNC(=O)OCC1c2ccccc2-c2ccccc21	-6	-25	0.0	0	i	-0.5	/	-2	5	0
COc1cc(/C=N\NC(=O)CC#N)ccc1OC/C=C/c1ccccc1	5	-6	2.2	0	-0.7	-0.6	6	/	0	/
O=c1c2cnn(-c3ccccc3)c2ncn1Cc1cccnc1	-10	-1	/	-1	-0.3	0.7	37	3	-5	-3
Cc1cccc(Cc2c(C)nc3c(C(=O)N4CCN(Cc5ccc6c(c5)OCO6)CC4)cnn3c2C)c1	8	1	/	1	i	0.1	43	3	-2	4
CC1Cc2ccccc2N1C(=O)NC1CC(=O)N(c2ccc3c(c2)OCCO3)C1 (stereo unspecified)	7	5	-0.1	6	-0.9	-0.2	-17	-3	-9	1&8&-4
CC(=O)N1CCN(S(=O)(=O)c2cccc(C(=O)Nc3ccccc3N3CCCCC3)c2)CC1	11	7	-0.2	/	i	-0.4	/	/	3	-8
CCC(C)NCCOCCOc1cc(C)c(Cl)c(C)c1 (stereo unspecified)	-2	16	1.5	0	-0.5	-1.3	38	2	0	4
O=C(CSC1=NS(=O)(=O)c2cc(F)ccc2N1)NCc1ccccc1	1	3	3.9	/	i	1.6	/	6	0	-11
Clc1ccccc1/C=N/N1CCN(Cc2ccccc2)CC1	19	6	0.1	1	-3.8	-1.0	2	-4	3	/
Cc1ccc(C(=O)N/N=C\C2CC=CCC2)cc1[N+](=O)[O-] (stereo unspecified)	-1	-5	1.0	5	i	0.5	11	0	-3	/
COCC(=O)N(CCc1ccccc1)Cc1cc2cc(C)ccc2nc1Cl	20	5	0.0	-1	-0.1	1.1	18	7	10	-8
CCOC(=O)c1cncc(O)c1	7	-2	0.2	-1	-0.2	-2.0	-13	7	-7	3
C=CCNC(=O)c1onc(CSc2ccc(Cl)cc2)c1C(=O)NCC=C	8	1	/	/	-0.3	6.6	15	-6	-5	-20
Cn1c(=O)c2c(ncn2CC(=O)Nc2nc(-c3ccc(F)c(F)c3)cs2)n(C)c1=O	1	11	-6.3	2	i	-0.9	9	-4	-5	0
COc1cc(OC)cc(-c2c(-c3ccc(F)cc3)c3cc(-c4ccc(OC)nc4)ccc3n2C)c1	-3	-8	-1.5	/	-0.1	-0.3	/	-4	0	-46
CCC(=O)Nc1nnc(CSCc2ccc(F)cc2)s1	-4	5	/	6	i	-1.4	17	3	2	-6
Cn1c(SCC(=O)N2CCCCCC2)nc2c([nH]c3ccccc32)c1=O	1	-3	/	-1	-0.3	-0.4	5	4	1	-10
O=C(NNS(=O)(=O)c1ccccc1)c1cnn(-c2ccccc2)c1-n1cccc1	7	6	/	5	i	-0.7	25	3	-10	-7
O=c1[nH][nH]cc1C=Nc1ccc(Cl)cc1	0	-1	0.4	-3	i	1.2	17	-4	0	7
C[C@@H]1CN([C@@H](C)CO)C(=O)CCCn2nncc2CO[C@H]1CN(C)C(=O)OCc1ccccc1	8	1	-0.8&-0.6	/	-0.1	/	/	/	-3	/
Cc1nc(COC(=O)c2cc(O)c3ccccc3c2O)cs1	-1	-14	-0.8	1	-0.1	0.4	22	/	-7	1
CN(CC(=O)Nc1ccccc1Br)C(=O)c1ccccc1OCc1ccccc1Cl	21	3	0.8	/	-0.9	1.9	/	/	-3	0
